High-throughput results: PubChem, NMMLSC
ABCB1 inh – blocks JC-1 efflux by human ABCB1 transporter | P08183 | CCRF-Adr cells, flow cytometry | inhibition, % at 6.6 µM | hit rate 0.067% among 190,000 | AID 1326; in the data active = inhibition above about 40%;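 also: 0% = vehicle and 100% = reference inhibitor; higher value means more JC-1 retained so stronger ABCB1 efflux block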
Target sequence (P08183 whole entry, looked up): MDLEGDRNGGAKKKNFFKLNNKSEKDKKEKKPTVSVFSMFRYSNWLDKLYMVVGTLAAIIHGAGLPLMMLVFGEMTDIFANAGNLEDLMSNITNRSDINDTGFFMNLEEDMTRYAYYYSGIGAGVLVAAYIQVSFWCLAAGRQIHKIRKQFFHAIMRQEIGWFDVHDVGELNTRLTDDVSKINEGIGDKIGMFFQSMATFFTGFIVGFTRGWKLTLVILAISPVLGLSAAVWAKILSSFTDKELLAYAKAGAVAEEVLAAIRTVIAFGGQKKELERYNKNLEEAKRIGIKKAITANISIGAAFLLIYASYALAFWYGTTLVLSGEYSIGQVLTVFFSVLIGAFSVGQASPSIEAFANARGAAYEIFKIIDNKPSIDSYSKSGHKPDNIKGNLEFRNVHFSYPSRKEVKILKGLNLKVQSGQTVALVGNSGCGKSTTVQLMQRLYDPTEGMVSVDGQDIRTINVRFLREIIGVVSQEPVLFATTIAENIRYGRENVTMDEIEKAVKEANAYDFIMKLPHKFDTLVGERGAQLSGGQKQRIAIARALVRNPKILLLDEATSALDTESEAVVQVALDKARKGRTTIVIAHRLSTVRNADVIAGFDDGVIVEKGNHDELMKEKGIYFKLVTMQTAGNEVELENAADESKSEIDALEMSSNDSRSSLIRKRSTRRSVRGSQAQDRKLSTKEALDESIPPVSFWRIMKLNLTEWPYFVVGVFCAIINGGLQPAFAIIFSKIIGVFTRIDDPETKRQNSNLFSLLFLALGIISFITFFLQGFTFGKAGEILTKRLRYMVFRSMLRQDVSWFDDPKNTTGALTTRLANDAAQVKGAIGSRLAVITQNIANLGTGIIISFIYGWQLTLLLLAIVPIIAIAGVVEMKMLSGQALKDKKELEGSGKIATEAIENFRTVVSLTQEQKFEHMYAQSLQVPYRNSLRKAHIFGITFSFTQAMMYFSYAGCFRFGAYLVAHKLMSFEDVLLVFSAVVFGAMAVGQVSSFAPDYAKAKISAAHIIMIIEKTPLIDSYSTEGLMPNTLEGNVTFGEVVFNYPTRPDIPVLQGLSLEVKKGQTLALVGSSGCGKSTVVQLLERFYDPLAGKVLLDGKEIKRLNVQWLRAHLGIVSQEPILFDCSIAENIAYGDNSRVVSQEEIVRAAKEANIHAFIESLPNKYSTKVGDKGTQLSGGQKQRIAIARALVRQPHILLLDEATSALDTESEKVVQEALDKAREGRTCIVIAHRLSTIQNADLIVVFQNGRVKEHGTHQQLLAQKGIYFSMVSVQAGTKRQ
RGS7-Gao – human RGS7-Galphao interaction regulation | Multiplexed bead flow cytometry, RGS7-Galphao binding; actives lie on both sides | binding response (% of control), % at 10 µM | hit rate 0.35% among 220,000 | AID 1439; in the data active = binding response below about 49% or above about 150%; inconclusive = no clear call, values can overlap the other calls; inactive = in between;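 also: fluorescent Galphao held in activated GDP-AlF4 state binding bead-coupled RGS7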
Bcl-XL Bim block – disrupts Bim peptide binding to human Bcl-XL; hit rate 0.04% among 190,000; bead flow cytometry, fluorescence; Q07817; AID 1007; inhibition, % at 10 µM
Bim-Bcl-B – inhibitors of Bim-Bcl-B interaction, human; Q9HD36; bead-based flow cytometry, Bim peptide-Bcl-B binding; inhibition, % at 10 µM; hit rate 0.073% among 190,000;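 also: 0% = tracer peptide without compound and 100% = reference inhibitor peptide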
RGS4-Gao reg – human RGS4-Galphao interaction regulation. P09471. Multiplexed bead flow cytometry, RGS4-Galphao binding; actives lie on both sides. binding response (% of control), % at 10 µM. hit rate 0.33% among 220,000; in the data active = binding response below about 49% or above about 150%; inactive = in between;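 also: fluorescent Galphao activated with aluminum fluoride binding bead-coupled RGS4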
ABCG2 block – human ABCG2 inhibition, ABCB1 as counter-screen; inhibition, % at 6.6 µM; IgMXP3 cells, JC-1 efflux, flow cytometry; hit rate 0.1% among 190,000; Q9UNQ0; AID 1325;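 active = inhibition above 80%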;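 also: 0% = DMSO and 100% = nicardipine control wells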
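Incubation: cells with compound and JC-1, 10 min at 25 °C, rotating, no wash / Test system: IgMXP3 (ABCG2) plus far-red-tagged CCRF-Adr (ABCB1) cells / Compound dosing: one concentration, 6.6 µM final / Also added: JC-1 fluorescent substrate / Evaluation: efflux inhibition in percent versus controls / Detection: flow cytometry, 530 nm JC-1 signal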
Bim-Bcl-2 – disrupts Bim peptide binding to human Bcl-2 | P10415 | Bead-based flow cytometry, Bim peptide-Bcl-2 binding | inhibition, % at 10 µM | hit rate 0.06% among 190,000; in the data active = inhibition above about 40%; inconclusive = no clear call, values can overlap the other calls;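 also: 0% = no compound wells with probe peptide and 100% = reference peptide inhibitor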
Bim-Bcl-W – disrupts Bim peptide binding to human Bcl-W; Q92843; bead-based flow cytometry; inhibition, % at 10 µM; hit rate 0.02% among 190,000; AID 952;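 also: 0% = bound tracer without compound and 100% = peptide blocker; higher means less fluorescent Bim peptide bound to Bcl-W beads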
Bfl-1 Bim block – inhibitors of Bim-Bfl-1 interaction, human; Q16548; inhibition, % at 10 µM; Bead-based flow cytometry, Bim-Bfl-1 binding inhibition; hit rate 0.12% among 190,000; AID 1008;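 also: 0% = wells without compound plus tracer and 100% = blocker peptide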
RGS8-Gao reg – regulators of human RGS8-Galphao interaction | multiplexed bead flow cytometry, RGS8-Galphao binding; actives lie on both sides | hit rate 0.34% among 220,000 | response (percent of control binding), % at 10 µM | AID 1423; in the data active = response below about 60% or above about 140%; inactive = in between;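 also: Galphao activated as the GDP aluminium fluoride complex binding bead-coupled RGS8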
GSH fluor – compound fluoresces at 488/530 nm on GSH beads | GSH beads flow cytometry, compound fluorescence 488/530 nm; stronger effect = higher value | hit rate 0.25% among 190,000 | AID 1776 | fluorescence (KMESF) at 10 µM; in the data active = fluorescence above about 89;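 also: glutathione beads carrying GST-tagged Bcl family fusion proteins plus one bare bead set; values are compound well signal with DMSO vehicle wells as background; inactives centre near 16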
Numbers without * were called inactive; ? = inconclusive; . = not tested or not shown. Rule as the data show it, unless noted: active = inhibition above about 40%.

SMILES	ABCB1 inh	RGS7-Gao	Bcl-XL Bim block	Bim-Bcl-B	RGS4-Gao reg	ABCG2 block	Bim-Bcl-2	Bim-Bcl-W	Bfl-1 Bim block	RGS8-Gao reg	GSH fluor
Cc1nn(-c2ncc(C(F)(F)F)cc2Cl)c(=O)n1-c1c(F)cccc1F	0.0	97.2	-1.0	-1.0	100.7	0.8	0.0	0.0	-4.0	98.4	17
COc1ccc(-c2csc(NC(=O)c3ccc(S(=O)(=O)N4CCc5ccccc5C4)cc3)n2)c(OC)c1	-2.2	99.4	-3.0	-2.0	99.1	-6.0	1.0	-4.0	-3.0	101.2	9
CCOC(=O)N1CCN(C(=S)Nc2cc(S(=O)(=O)N3CCOCC3)ccc2Cl)CC1	0.2	101.8	0.0	-14.0	101.4	0.7	1.0	2.0	3.0	100.6	21
COCCCn1c(SCC(=O)N2CCCCC2C)nnc1-c1ccco1 (stereo not drawn)	-0.2	96.0	-2.0	-3.0	99.2	0.6	0.0	0.0	-1.0	99.1	22
O=c1c2c(nc3n1CCCCC3)-c1ccccc1CC21CCCCC1	0.3	93.1	.	.	93.6	4.4	?	.	.	103.8	28
O=C(COc1ccc(Cl)cc1)NNC(=O)C(=O)N1CCCCC1	0.1	100.4	0.0	-6.0	103.2	1.1	-8.0	0.0	-9.0	100.8	9
CCOc1ccc(C2C(C(=O)c3cccs3)=C(O)C(=O)N2Cc2cccnc2)cc1 (stereo not drawn)	0.3	92.0	-2.0	-3.0	94.7	0.0	-2.0	-2.0	-5.0	97.4	16
CC(=O)Nc1c(O)nc(SCC(=O)Nc2ccc(C(C)=O)cc2)[nH]c1=O	0.3	100.2	-8.0	-9.0	100.3	9.4	-4.0	0.0	-16.0	99.5	25
Cc1cc(N2CCN(c3ccc([N+](=O)[O-])c4cccnc34)CC2)c2ccccc2n1	-0.3	104.2	-4.0	-6.0	101.7	-0.8	4.0	0.0	3.0	99.4	7
CCN(CC)S(=O)(=O)c1ccc(N2CCOCC2)c(NC(=O)c2cccc(C#N)c2)c1	0.1	106.2	-1.0	2.0	110.6	3.1	0.0	0.0	0.0	106.4	18

Record cards, as listed above. Order of values: ABCB1 inh | RGS7-Gao | Bcl-XL Bim block | Bim-Bcl-B | RGS4-Gao reg | ABCG2 block | Bim-Bcl-2 | Bim-Bcl-W | Bfl-1 Bim block | RGS8-Gao reg | GSH fluor
Cc1cc(N2CCN(c3ccc([N+](=O)[O-])c4cccnc34)CC2)c2ccccc2n1 as listed: -0.3 | 104.2 | -4.0 | -6.0 | 101.7 | -0.8 | 4.0 | 0.0 | 3.0 | 99.4 | 7
COc1ccc(-c2csc(NC(=O)c3ccc(S(=O)(=O)N4CCc5ccccc5C4)cc3)n2)c(OC)c1 as listed: -2.2 | 99.4 | -3.0 | -2.0 | 99.1 | -6.0 | 1.0 | -4.0 | -3.0 | 101.2 | 9
CCN(CC)S(=O)(=O)c1ccc(N2CCOCC2)c(NC(=O)c2cccc(C#N)c2)c1 as listed: 0.1 | 106.2 | -1.0 | 2.0 | 110.6 | 3.1 | 0.0 | 0.0 | 0.0 | 106.4 | 18
CCOC(=O)N1CCN(C(=S)Nc2cc(S(=O)(=O)N3CCOCC3)ccc2Cl)CC1 as listed: 0.2 | 101.8 | 0.0 | -14.0 | 101.4 | 0.7 | 1.0 | 2.0 | 3.0 | 100.6 | 21
Cc1nn(-c2ncc(C(F)(F)F)cc2Cl)c(=O)n1-c1c(F)cccc1F as listed: 0.0 | 97.2 | -1.0 | -1.0 | 100.7 | 0.8 | 0.0 | 0.0 | -4.0 | 98.4 | 17

Following part:
SMILES	ABCB1 inh	RGS7-Gao	Bcl-XL Bim block	Bim-Bcl-B	RGS4-Gao reg	ABCG2 block	Bim-Bcl-2	Bim-Bcl-W	Bfl-1 Bim block	RGS8-Gao reg	GSH fluor
Cc1ccc(OCC(=O)Nc2cc(C)on2)c([N+](=O)[O-])n1	0.4	?	-2.0	-3.0	98.1	4.2	-3.0	-3.0	-4.0	100.1	18
COc1cccc(OC)c1NC(=O)C1CCCN1C(=O)NCc1ccccc1 (stereo not drawn)	0.0	99.4	-2.0	-4.0	104.6	0.4	-5.0	1.0	-8.0	101.9	53
Cc1ccc(-c2nc(CSCC(=O)N3CCCC3)c(C)o2)cc1	0.8	103.9	-3.0	0.0	97.7	15.5	-3.0	-1.0	-1.0	98.5	15
COc1ccc2c(c1)C(=O)N(c1ccc(C)cc1C)C(=O)C2	1.0	101.6	-4.0	-6.0	96.4	1.7	-1.0	-5.0	-1.0	101.8	11
CCOC(=O)c1c(C)nc2sc(C(N)=O)c(N)c2c1-c1ccc(OC)cc1	0.8	101.9	-3.0	-7.0	102.7	3.7	0.0	2.0	-9.0	102.5	4
CCC(NS(=O)(=O)c1ccc(C)cc1)C(=O)N1CCN(c2ccccn2)CC1 (stereo not drawn)	1.2	98.6	-1.0	-8.0	99.2	4.2	-6.0	0.0	-8.0	100.8	28
CCOc1ccc(-c2ccc(/C=C3/C(=N)N4C=CSC4=NC3=O)o2)c([N+](=O)[O-])c1	0.1	89.7	0.0	-3.0	94.4	-6.8	2.0	-3.0	-2.0	97.0	8
CN(C)S(=O)(=O)c1cccc2nsnc12	0.0	103.8	0.0	3.0	101.2	0.4	0.0	0.0	0.0	100.7	22
O=C1Nc2ccc(F)cc2C12Nc1ccccc1-c1nnc(SCc3ccccc3F)nc1O2 (stereo not drawn)	0.2	101.6	-1.0	-1.0	100.6	0.8	0.0	-1.0	-1.0	105.9	11
COc1ccccc1CNC(=O)CC(C)C	-0.1	99.0	-1.0	0.0	99.6	0.0	-1.0	-2.0	-1.0	93.9	20
O=C(O)Cc1ccc(NC(=O)Nc2ccc(Br)cc2)cc1	0.2	104.7	0.0	1.0	100.0	0.6	-2.0	1.0	-1.0	99.8	11
COc1ccc(C2C(C#N)=C(C)NC3=C2C(=O)CC(C)(C)C3)cc1 (stereo not drawn)	0.0	96.1	-3.0	-5.0	96.0	0.3	-4.0	0.0	-11.0	97.8	5
Cc1ccc(C(=O)OCC(=O)c2c[nH]c3ccccc23)cc1S(=O)(=O)N1CCCCC1	-0.4	93.4	-7.0	-8.0	94.5	-5.6	-4.0	0.0	0.0	76.8	12
CCOC(=O)C1CCCN(c2c(N3CCN(C)CC3)c(=O)c2=O)C1 (stereo not drawn)	0.4	115.1	0.0	-6.0	103.3	0.8	-7.0	-2.0	-8.0	109.7	26
Cn1c(=O)c2c(ncn2CCNC2=NCCCCC2)n(C)c1=O	0.2	?	0.0	-1.0	105.5	-0.1	0.0	0.0	-2.0	101.0	18
O=C1CCN1C1(C(=O)NC2CCCCC2)CCCC1	-0.3	97.0	0.0	0.0	94.4	-1.6	6.0	2.0	1.0	79.6	7
COC(=O)c1sccc1NC(=O)c1ccc(C)s1	-0.3	97.1	6.0	0.0	101.0	0.8	15.0	3.0	1.0	99.6	24
Cc1cc(/C=C(\C#N)C(=O)NC2CC2)c(C)[nH]1	0.4	99.5	-8.0	-12.0	101.5	13.9	-12.0	-5.0	-15.0	101.6	11
Fc1ccc(Oc2cc(N3CCOCC3)nc(-c3ccccc3)n2)c(F)c1	0.3	96.7	-8.0	-8.0	98.4	2.0	-14.0	0.0	-15.0	99.0	34
Cc1ccc(S(=O)(=O)Cn2nnnc2C(c2ccccc2)N2CCN(c3ncccn3)CC2)cc1 (stereo not drawn)	3.7	97.6	0.0	2.0	99.7	4.1	-3.0	0.0	-3.0	97.5	22
CN(C)c1ccc(C(=O)Nc2nnc(-c3ccc(Cl)cc3)o2)cc1	-0.4	77.7	-7.0	-7.0	81.0	-1.2	-7.0	-1.0	-11.0	87.6	26
Nc1c(S(=O)(=O)c2cccs2)c2nc3ccccc3nc2n1Cc1ccccc1	0.9	103.2	-2.0	-6.0	105.1	5.6	-10.0	0.0	-12.0	101.7	24
CN(CCc1cn[nH]c1)Cc1nc(Cc2ccccc2F)no1	0.2	104.0	-3.0	-1.0	101.9	0.3	-3.0	-4.0	-7.0	100.1	9
O=C(Nc1ccc2c(c1)oc1ccccc12)c1ccncc1	0.6	122.9	-5.0	0.0	124.4	4.9	1.0	0.0	-1.0	114.3	10
COc1ccc(OC)c(CCNC(=O)C2CCN(c3nnc(-n4cccc4)s3)CC2)c1	1.5	105.9	-4.0	-8.0	106.3	1.8	-9.0	0.0	-12.0	105.5	21
O=S(=O)(NCCc1cn2ccccc2n1)c1ccc2c(c1)CCCC2	1.0	95.0	-5.0	-4.0	92.3	6.1	-2.0	-3.0	-2.0	94.8	16
Cc1cc(C)nc(N2CCCC(C(=O)NCc3cccs3)C2)n1 (stereo not drawn)	0.5	100.5	0.0	-2.0	101.3	2.5	-4.0	-2.0	2.0	109.7	14
Cc1ccc([N+](=O)[O-])cc1-c1ccc2cccc(C)c2n1	0.7	111.0	-3.0	-1.0	112.4	3.8	-4.0	0.0	-10.0	107.3	22
C=CCc1cccc2cc(C(=O)NCCOC)c(=O)oc12	0.5	?	0.0	-3.0	91.7	6.4	0.0	1.0	-2.0	95.0	26
O=C(COc1cccc(Oc2ccccc2)c1)Nc1ccc(SC(F)F)cc1	0.1	97.5	-1.0	-7.0	97.4	0.3	-7.0	-1.0	-11.0	95.4	43
COc1cc(OC)cc(C(=O)NCC(=O)OCC(=O)Nc2ccc3c(c2)OCO3)c1	0.4	98.7	1.0	0.0	97.4	2.0	4.0	3.0	-1.0	102.7	21
O=C(CSc1ncccn1)n1c2c(c3ccccc31)CCCC2	1.9	98.3	19.0	11.0	99.0	24.5	8.0	11.0	16.0	94.6	34
CC(Oc1ccccc1)C(=O)N1CCN=C1SCc1ccccc1 (stereo not drawn)	2.4	106.5	-3.0	-5.0	101.5	11.8	-6.0	-2.0	-11.0	103.2	12
CCn1ncc(Cl)c1C(=O)NC(C)c1ccccc1 (stereo not drawn)	-0.6	104.5	-13.0	-8.0	101.0	4.6	-11.0	-7.0	-14.0	99.9	39

The order is random. About 1.1% of those tested had a hit in this group.
